From PubChem
FXIIa mix inh: inhibitors of human coagulation factor XIIa, pooled mixtures. P00748. purified FXIIa, fluorogenic substrate. inhibition, % at 5 µM. 62,000 tested, 0.2% active;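 further: 0% = enzyme without compound and 100% = no enzyme blank; some results filed as inactive read as strong as hits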
CatS block: blocks human cathepsin S protease activity. recombinant cathepsin S, AMC dipeptide fluorescence, pooled mixtures. inhibition, %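 (tested at 5 µM per compound within 10-compound mixtures)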. 62,000 tested, 0.06% active. AID 501; in the data active means inhibition above about 32%, passing the limit was not always enough;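 further: 0% = enzyme without compound and 100% = blank without enzyme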
Target sequence (P25774 115-331 limits assumed): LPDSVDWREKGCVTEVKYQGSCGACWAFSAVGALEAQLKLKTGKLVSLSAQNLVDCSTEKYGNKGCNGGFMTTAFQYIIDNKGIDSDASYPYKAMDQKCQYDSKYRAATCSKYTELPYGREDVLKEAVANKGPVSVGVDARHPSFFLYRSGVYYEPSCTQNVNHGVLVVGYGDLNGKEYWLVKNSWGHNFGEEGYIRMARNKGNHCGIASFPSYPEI
FXIa mix inh: blocks human factor XIa in pooled compound mixtures; purified FXIa, fluorogenic substrate; inhibition, % at 5 µM; 62,000 tested, 0.19% active;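 further: each value is inhibition by a whole ten-compound pool holding the compound; 0% = enzyme with no mixture and 100% = wells lacking enzyme; strong numbers were not always called active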
Target sequence (P03951 19-387 limits assumed): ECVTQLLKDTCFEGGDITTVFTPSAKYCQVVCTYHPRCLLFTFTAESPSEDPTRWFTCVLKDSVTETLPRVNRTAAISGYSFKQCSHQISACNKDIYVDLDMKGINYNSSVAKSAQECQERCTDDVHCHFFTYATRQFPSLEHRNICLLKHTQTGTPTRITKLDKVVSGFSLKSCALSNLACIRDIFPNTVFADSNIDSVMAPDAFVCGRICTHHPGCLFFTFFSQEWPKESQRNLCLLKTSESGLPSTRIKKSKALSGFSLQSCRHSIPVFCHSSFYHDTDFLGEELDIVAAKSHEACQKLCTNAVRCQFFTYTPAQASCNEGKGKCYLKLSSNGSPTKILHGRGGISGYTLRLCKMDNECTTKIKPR
Target sequence (P03951 388-625 limits assumed): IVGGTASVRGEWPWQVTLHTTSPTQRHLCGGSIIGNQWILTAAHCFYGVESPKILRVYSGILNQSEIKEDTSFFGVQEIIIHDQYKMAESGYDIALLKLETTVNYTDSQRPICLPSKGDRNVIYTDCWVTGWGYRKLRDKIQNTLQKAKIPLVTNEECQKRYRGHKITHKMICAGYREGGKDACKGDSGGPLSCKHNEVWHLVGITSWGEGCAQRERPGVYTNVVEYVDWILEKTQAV
CatB mixtures: inhibitors of human cathepsin B in compound mixtures; 62,000 tested, 0.06% active; Purified cathepsin B, AMC dipeptide fluorescence; inhibition, %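 (ten-compound pools at 5 µM per compound and 50 µM total)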; in the data active means inhibition above about 22%, passing the limit was not always enough;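 further: 0% = enzyme without compound and 100% = no enzyme blank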
CatL block: blocks human cathepsin L protease activity. purified cathepsin L, fluorogenic substrate, fluorescence. inhibition, %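 (tested at 10 µM)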. 58,000 tested, 0.17% active. AID 460; in the data active means inhibition above about 45%;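 further: 0% = enzyme with no compound and 100% = no enzyme blank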
Target sequence (P07711 114-288 limits assumed): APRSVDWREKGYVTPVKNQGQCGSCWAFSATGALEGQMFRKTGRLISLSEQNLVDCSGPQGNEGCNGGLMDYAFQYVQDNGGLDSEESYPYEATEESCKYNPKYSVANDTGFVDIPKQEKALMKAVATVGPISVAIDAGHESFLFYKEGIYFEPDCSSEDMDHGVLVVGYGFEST
Target sequence (P07711 292-333 limits assumed): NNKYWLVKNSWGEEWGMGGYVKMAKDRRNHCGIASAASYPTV
AP ELISA ortho: orthogonal test for alternative complement pathway inhibitors; Human serum alternative complement pathway, LPS-coated ELISA, C3 deposition; tested in compound mixtures; inhibition, % at 5 µM; 62,000 tested, 0.08% active;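 active means inhibition above 30% in each of the two pooled mixtures holding the compound, so the lower value exceeds 30%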;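 further: 0% = serum in Mg-EGTA without compound and 100% = EDTA serum blank; some compounds past the cut are filed as inactive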
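Test system – human serum alternative complement pathway, C3 deposition on LPS-coated wells · Buffer or medium – diluted human serum in Mg2+-EGTA GVB++ · Compound dosing – 5 µM each compound, pools of ten, 50 µM per pool · Schedule – 1 h serum-compound exposure at 37 °C · Measured by – Anti-C3 ELISA, OD 450 nm · Read-out basis – percent inhibition of C3 deposition onto LPS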
CatG inh: blocks human cathepsin G enzyme activity | inhibition, % at 5 µM (by protocol) | purified enzyme, AMC-tetrapeptide fluorescence, pooled mixtures | AID 581 | 62,000 tested, 0.2% active;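 active means inhibition above 20% in each of the two mixture wells holding the compound; inactive means inhibition of 20% or less in either well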;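 further: 0% = enzyme control without mixture and 100% = blank lacking enzyme; strong numbers were not always called active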
C1s inh: human complement C1s inhibition | purified C1s, fluorogenic AMC substrate, pooled mixtures | mean inhibition % of two 10-compound mixtures (hits give high values), % at 5 µM (by protocol) | 62,000 tested, 0.16% active;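 active means inhibition above 20% in each of the two 10-compound mixture wells holding the compound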;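 further: 0% = enzyme wells lacking compound mixture and 100% = no-enzyme blank wells; some compounds called inactive have numbers as strong as hits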
CatB inh: inhibitors of human cathepsin B | AID 453 | 63,000 tested, 0.1% active | purified cathepsin B, fluorogenic substrate, fluorescence | inhibition, %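 (tested at 10 µM)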 | P07858; in the data active means inhibition above about 21%;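 further: 0% = enzyme with no compound and 100% = no enzyme blank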
Numbers without * were called inactive. Unless noted, no stated cut-off is given here; in the data, active means inhibition above about 20% (passing the limit was not always enough); inactive means the rest.

`COC(=O)C1CCN(C(=O)COC(=O)c2n[nH]c3ccccc23)CC1` gave FXIIa mix inh -9, CatS block -3, FXIa mix inh 14, CatB mixtures -1, CatL block 1, AP ELISA ortho 20, CatG inh -1, C1s inh -2 and CatB inh 0.
CC[n+]1cc(-c2ccccc2)nc(N2CCOCC2)n1 was read as FXIIa mix inh 2, CatS block 20, FXIa mix inh 5, CatB mixtures 8, CatL block -3, AP ELISA ortho 2, CatG inh -1, C1s inh -4 and CatB inh 2.
O=C(COC(=O)c1ccc2c(c1)OCCO2)NCCC1=CCCCC1 was read as FXIIa mix inh 3, CatS block 13, FXIa mix inh 0, CatB mixtures -2, CatL block 0, AP ELISA ortho 14, CatG inh 8, C1s inh -1 and CatB inh 3.
Screening CCOc1cc(CNc2ccc3[nH]c(=O)[nH]c3c2)ccc1OCC(=O)NC(C)(C)C returned FXIIa mix inh 12, CatS block 4, FXIa mix inh -6, CatB mixtures 1, CatL block -17, AP ELISA ortho -7, CatG inh -3, C1s inh -17 and CatB inh 2.
For Cc1ccc2cccc(NC(=O)c3ccc(Br)o3)c2n1 the results were FXIIa mix inh -1, CatS block -4, FXIa mix inh 6, CatB mixtures 2, CatL block 6, AP ELISA ortho 7, CatG inh 9, C1s inh 6 and CatB inh 0.
For CCCCN(CC)CCCNC(=O)c1cc2cc3ccc(OC)cc3nc2o1 the results were FXIIa mix inh 15, CatS block -18, FXIa mix inh -57, CatB mixtures -28, AP ELISA ortho 7, CatG inh -38, C1s inh -241 and CatB inh -36.
Cn1c(CN2CCCC2)nc2cc(NS(=O)(=O)c3ccccc3)ccc21 was read as FXIIa mix inh 2, CatS block -2, FXIa mix inh 7, CatB mixtures 3, CatL block 6, AP ELISA ortho 16, CatG inh 9, C1s inh 9 and CatB inh 4.
Nn1c(SCc2nc3ccccc3[nH]2)nnc1-c1cccnc1 was read as FXIIa mix inh 2, CatS block 1, FXIa mix inh 2, CatB mixtures 4, CatL block -6, AP ELISA ortho 16, CatG inh 7, C1s inh -8 and CatB inh -5.
CCc1ccccc1N(CC)C(=O)c1cn(C)c(=O)c2cc(OC)c(OC)cc12 was read as FXIIa mix inh 1, CatS block 10, FXIa mix inh 0, CatB mixtures -1, CatL block 23, AP ELISA ortho 6, CatG inh 8, C1s inh 16 and CatB inh 5.
CC(C)=CCC/C(C)=C/CC/C(C)=N/O was read as FXIIa mix inh 8, CatS block 6, FXIa mix inh 5, CatB mixtures 2, AP ELISA ortho 3, CatG inh -3 and C1s inh -14.
For Cc1cc2n(n1)C(c1ccsc1)Nc1ccccc1-2 (centres undefined) the results were FXIIa mix inh 4, CatS block -5, FXIa mix inh 2, CatB mixtures 1, CatL block 11, AP ELISA ortho -19, CatG inh -3, C1s inh -4 and CatB inh 2.
`Cc1cccc(-c2c3c(=O)n(C)c(=O)n(C)c3cn2-c2ccccc2O)c1` gave FXIIa mix inh 0, CatS block -1, FXIa mix inh -13, CatB mixtures -2, CatL block 21, AP ELISA ortho -11, CatG inh 3, C1s inh -33 and CatB inh 3.

Two entries picked at random from the list so far, as already listed:
For Cc1ccc2cccc(NC(=O)c3ccc(Br)o3)c2n1 the results were FXIIa mix inh -1, CatS block -4, FXIa mix inh 6, CatB mixtures 2, CatL block 6, AP ELISA ortho 7, CatG inh 9, C1s inh 6 and CatB inh 0.
O=C(COC(=O)c1ccc2c(c1)OCCO2)NCCC1=CCCCC1 was read as FXIIa mix inh 3, CatS block 13, FXIa mix inh 0, CatB mixtures -2, CatL block 0, AP ELISA ortho 14, CatG inh 8, C1s inh -1 and CatB inh 3.

(continued)
`COc1ccc(C)cc1NC(=O)Cn1cnc2sc(C)c(S(=O)(=O)N3CCOCC3)c2c1=O` gave FXIIa mix inh 9, CatS block -4, FXIa mix inh 6, CatB mixtures 2, CatL block 6, AP ELISA ortho 4, CatG inh 7, C1s inh 12 and CatB inh 3.
Screening O=C(CSc1ncnc2c1oc1ccccc12)NC1CCCCC1 returned FXIIa mix inh 3, CatS block 1, FXIa mix inh 12, CatB mixtures 1, CatL block -6, AP ELISA ortho 7, CatG inh 2, C1s inh 0 and CatB inh 3.
For COc1cccc(C2CC(c3ccc(Cl)cc3)Nc3nc(N)nn32)c1 (centres undefined) the results were FXIIa mix inh 6, CatS block 7, FXIa mix inh -1, CatB mixtures 5, AP ELISA ortho 12, CatG inh 10, C1s inh 9 and CatB inh -4.
`COc1cc(C#CC#CCN2CCCCC2)ccc1O` gave FXIIa mix inh 6, CatS block 3, FXIa mix inh 15, CatB mixtures 4, CatL block 4, AP ELISA ortho 1, CatG inh 14, C1s inh 3 and CatB inh -2.
For COc1ccc(-c2nnc(SCC(=O)N3CCC(Cc4ccccc4)CC3)o2)cc1OC the results were FXIIa mix inh -3, CatS block -15, FXIa mix inh 7, CatB mixtures 1, CatL block -4, AP ELISA ortho 19, CatG inh 4, C1s inh 12 and CatB inh 13.
For Cc1nnsc1-c1nc2ccccc2[nH]1 the results were FXIIa mix inh 11, CatS block 3, FXIa mix inh -2, CatB mixtures -1, CatL block -39, AP ELISA ortho 10, CatG inh 0, C1s inh -17 and CatB inh -1.
Cc1ccc(CS(=O)(=O)Cc2ccc(C(=O)NCc3ccccn3)o2)cc1 was read as FXIIa mix inh 5, CatS block -2, FXIa mix inh 9, CatB mixtures -3, CatL block -2, AP ELISA ortho 8, CatG inh 3, C1s inh 1 and CatB inh -1.
`COC(=O)[C@H](C)NC(=O)Nc1ccc(OC(F)(F)F)cc1` gave FXIIa mix inh 3, CatS block 6, FXIa mix inh -2, CatB mixtures 6, CatL block 14, AP ELISA ortho 4, CatG inh 11, C1s inh -2 and CatB inh 0.
CCOC(=O)Cn1c(CN2CCc3ccccc3C2)nc2c1c(=O)n(C)c(=O)n2C was read as FXIIa mix inh 9, CatS block -1, FXIa mix inh 5, CatB mixtures 5, CatL block -1, AP ELISA ortho 16, CatG inh 8, C1s inh 6 and CatB inh 1.
For CCc1cc(-c2n[nH]c(C)c2-c2nc3ccccc3n2C)c(O)c(CN2CCN(C)CC2)c1O the results were FXIIa mix inh 8, CatS block 5, FXIa mix inh -4, CatB mixtures 3, CatL block 8, AP ELISA ortho 23, CatG inh 8, C1s inh -16 and CatB inh 4.
O=C(NCCN1CCN(c2ccccc2F)CC1)C1CC(=O)N(C2CCCC2)C1 (centres undefined) was read as FXIIa mix inh 8, CatS block 14, FXIa mix inh 0, CatB mixtures 1, CatL block 15, AP ELISA ortho 9, CatG inh 11, C1s inh -4 and CatB inh 4.
Nc1cc(C(=O)OCC(=O)NCc2ccco2)ccc1Cl was read as FXIIa mix inh 9, CatS block -1, FXIa mix inh 6, CatB mixtures 1, CatL block -2, AP ELISA ortho 5, CatG inh -4, C1s inh -10 and CatB inh 4.
O=C(O)C1C2C=CC(C2)C1C(=O)NCc1ccc2c(c1)OCO2 (centres undefined) was read as FXIIa mix inh 7, CatS block 5, FXIa mix inh 5, CatB mixtures 3, AP ELISA ortho -7, CatG inh -9, C1s inh -39 and CatB inh 6.
Screening NS(=O)(=O)c1ccc(CCNc2cc(=O)n(Cc3ccc(F)cc3)c(=O)[nH]2)cc1 returned FXIIa mix inh 1, CatS block 3, FXIa mix inh 6, CatB mixtures 3, CatL block -4, AP ELISA ortho 8, CatG inh 11, C1s inh 14 and CatB inh 1.
CCN(CCNC(=O)C1CCCN(Cc2nc(-c3ccc(OC)cc3)oc2C)C1)c1ccccc1 (centres undefined) was read as FXIIa mix inh -1, CatS block 2, FXIa mix inh 3, CatB mixtures 5, CatL block 8, AP ELISA ortho 13, CatG inh 10, C1s inh 5 and CatB inh 4.
`CCCCn1c(C(C)NC(=O)CC)nc2ccccc21` (centres undefined) gave FXIIa mix inh 8, CatS block 13, FXIa mix inh 3, CatB mixtures -2, CatL block 2, AP ELISA ortho 13, CatG inh -3, C1s inh -16 and CatB inh 2.
`Cc1ccc(NC(=O)CCNS(=O)(=O)c2cccc3nonc23)cc1` gave FXIIa mix inh 7, CatS block -6, FXIa mix inh -1, CatB mixtures 1, CatL block -9, AP ELISA ortho 7, CatG inh 3, C1s inh -9 and CatB inh 6.
Screening CC(C)c1nc(-c2c(N)n(C)c(=O)n(C)c2=O)sc1C(=O)C(C)(C)C returned FXIIa mix inh 6, CatS block -2, FXIa mix inh -2, CatB mixtures -3, CatL block 6, AP ELISA ortho 8, CatG inh 9, C1s inh 4 and CatB inh 3.
For Cc1noc(C)c1CSc1nnc2cc(C)c3ccccc3n12 the results were FXIIa mix inh 6, CatS block 6, FXIa mix inh 8, CatB mixtures 1, CatL block 11, AP ELISA ortho -3, CatG inh 0, C1s inh -12 and CatB inh 3.
`CCN(CC)c1ccc(C=N/C(C#N)=C(\N)C#N)cc1` gave FXIIa mix inh -30, CatS block 22, FXIa mix inh 9, CatB mixtures 0, CatL block 8, AP ELISA ortho 1, CatG inh -3, C1s inh -4 and CatB inh 7.
`CCC(C)n1c(SCC(=O)NC(=O)Nc2ccc3c(c2)OCCO3)nc2ccccc2c1=O` (centres undefined) gave FXIIa mix inh 1, CatS block 10, FXIa mix inh 10, CatB mixtures -3, CatL block 17, AP ELISA ortho 1, CatG inh 2, C1s inh -7 and CatB inh -4.
For CCOc1ccc2c(C)c(C(=O)O)oc2c1OCC the results were FXIIa mix inh -19, CatS block -5, FXIa mix inh 6, CatB mixtures 5, CatL block -19, AP ELISA ortho -2, CatG inh -1, C1s inh 1 and CatB inh -3.
Screening COCCNC(=O)CNS(=O)(=O)c1ccc2nc(C)sc2c1 returned FXIIa mix inh 14, CatS block -3, FXIa mix inh 10, CatB mixtures -2, CatL block 8, AP ELISA ortho 4, CatG inh 19, C1s inh 14 and CatB inh 13.
COCCCNC(=O)c1ccc(CNS(=O)(=O)c2ccc(NC(C)=O)cc2)cc1 was read as FXIIa mix inh -15, CatS block 8, FXIa mix inh 0, CatB mixtures -2, CatL block -8, AP ELISA ortho 7, CatG inh -13, C1s inh -41 and CatB inh 2.
Screening O=C(NC1CCCCC1)C(c1ccccc1F)N(Cc1ccco1)C(=O)Cn1nnc2ccccc21 (centres undefined) returned FXIIa mix inh 10, CatS block -4, FXIa mix inh 4, CatB mixtures -2, CatL block 7, AP ELISA ortho -1, CatG inh -3, C1s inh -13 and CatB inh 1.
For CC(C)C(=O)N(c1ccc(F)cc1)C1C=CS(=O)(=O)C1 (centres undefined) the results were FXIIa mix inh 3, CatS block 9, FXIa mix inh -4, CatB mixtures 1, CatL block 8, AP ELISA ortho -3, CatG inh 9, C1s inh -16 and CatB inh 7.
For Cc1cccc(CSc2nnc(Cn3c(=O)sc4ccccc43)n2C)c1 the results were FXIIa mix inh 1, CatS block -3, FXIa mix inh 2, CatB mixtures -2, AP ELISA ortho -9, CatG inh -11, C1s inh -26 and CatB inh 3.
For CC(C)C(CC(=O)NCc1ccco1)c1ccco1 (centres undefined) the results were FXIIa mix inh -22, CatS block 6, FXIa mix inh 9, CatB mixtures 1, CatL block 13, AP ELISA ortho -4, CatG inh -5, C1s inh -30 and CatB inh 6.
Cc1ccc2cc(CCNC(=O)C3CCCC3)c(=O)[nH]c2c1 was read as FXIIa mix inh -4, CatS block -1, FXIa mix inh 11, CatB mixtures -2, CatL block 8, AP ELISA ortho 22, CatG inh -3, C1s inh -2 and CatB inh 4.
`COCCn1c(=S)[nH]c2cc(C(=O)N3CCc4ccccc43)ccc2c1=O` gave FXIIa mix inh -1, CatS block -5, FXIa mix inh 5, CatB mixtures -2, CatL block -10, AP ELISA ortho 8, CatG inh -1, C1s inh 1 and CatB inh -5.
CCOC(=O)N1CCN(Cc2cn3ccccc3n2)CC1 was read as FXIIa mix inh 3, CatS block 3, FXIa mix inh 1, CatB mixtures 0, CatL block 14, AP ELISA ortho -4, CatG inh 2, C1s inh 3 and CatB inh 0.

A portion of the library; the hit share may differ from the screen's.
